Source: PubChem
GSH fluor: GSH bead compound fluorescence profile. 0.25% of 190,000 active. GSH beads flow cytometry, compound fluorescence 488/530 nm; hits give high values. AID 1776. fluorescence (KMESF) at 10 µM; in the data active means fluorescence above about 89;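 further: glutathione beads carrying GST-tagged Bcl family fusion proteins plus one bare bead set; values are compound well signal with DMSO vehicle wells as background; inactives centre near 16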
ABCB1 block: blocks JC-1 efflux by human ABCB1 transporter. CCRF-Adr cells, flow cytometry. AID 1326. P08183. inhibition, % at 6.6 µM. 0.067% of 190,000 active; in the data active means inhibition above about 40%;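 further: 0% = vehicle and 100% = reference inhibitor; higher value means more JC-1 retained so stronger ABCB1 efflux block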
Target sequence (P08183 whole entry, looked up): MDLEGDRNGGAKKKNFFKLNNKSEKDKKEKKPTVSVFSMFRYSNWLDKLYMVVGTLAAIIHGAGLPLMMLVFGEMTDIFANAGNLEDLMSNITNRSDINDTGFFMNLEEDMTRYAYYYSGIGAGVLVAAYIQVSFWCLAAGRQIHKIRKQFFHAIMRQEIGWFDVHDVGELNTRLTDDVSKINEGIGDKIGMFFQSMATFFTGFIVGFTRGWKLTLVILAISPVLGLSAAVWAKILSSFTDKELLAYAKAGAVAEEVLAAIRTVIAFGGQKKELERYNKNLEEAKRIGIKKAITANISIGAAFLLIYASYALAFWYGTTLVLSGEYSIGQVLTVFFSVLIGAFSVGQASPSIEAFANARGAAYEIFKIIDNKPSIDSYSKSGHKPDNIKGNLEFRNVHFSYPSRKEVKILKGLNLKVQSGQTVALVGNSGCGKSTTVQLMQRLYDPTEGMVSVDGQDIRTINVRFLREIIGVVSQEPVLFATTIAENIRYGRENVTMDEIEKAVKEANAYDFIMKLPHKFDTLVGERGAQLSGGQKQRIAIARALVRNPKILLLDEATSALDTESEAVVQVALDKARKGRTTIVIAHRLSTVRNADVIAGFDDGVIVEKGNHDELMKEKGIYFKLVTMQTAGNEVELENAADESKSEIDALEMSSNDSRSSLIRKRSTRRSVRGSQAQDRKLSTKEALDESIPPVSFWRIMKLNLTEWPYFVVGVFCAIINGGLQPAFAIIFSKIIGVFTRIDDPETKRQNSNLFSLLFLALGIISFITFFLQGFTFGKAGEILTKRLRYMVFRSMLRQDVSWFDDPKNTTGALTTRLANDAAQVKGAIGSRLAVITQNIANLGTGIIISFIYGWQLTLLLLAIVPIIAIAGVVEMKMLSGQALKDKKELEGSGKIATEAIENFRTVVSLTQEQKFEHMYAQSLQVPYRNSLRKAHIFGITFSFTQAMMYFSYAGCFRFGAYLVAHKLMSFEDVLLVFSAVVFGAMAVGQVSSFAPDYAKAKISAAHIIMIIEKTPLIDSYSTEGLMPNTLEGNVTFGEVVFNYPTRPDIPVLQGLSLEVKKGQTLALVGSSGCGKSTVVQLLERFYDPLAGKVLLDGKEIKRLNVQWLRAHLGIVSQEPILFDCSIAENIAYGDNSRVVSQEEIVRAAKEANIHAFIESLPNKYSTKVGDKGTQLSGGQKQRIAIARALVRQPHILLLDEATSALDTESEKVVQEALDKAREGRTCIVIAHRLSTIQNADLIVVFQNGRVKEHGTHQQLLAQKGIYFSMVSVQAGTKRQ
ABCG2 block: inhibitors of human ABCG2 transporter, ABCB1 counter-screen; IgMXP3 cells, JC-1 efflux, flow cytometry; inhibition, % at 6.6 µM; 0.1% of 190,000 active; AID 1325;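 active means inhibition above 80%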;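 further: 0% = DMSO and 100% = nicardipine control wells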
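Read-out basis: Efflux inhibition in percent versus controls | Test system: ABCG2 IgMXP3 and barcoded ABCB1 CCRF-Adr cell mix | Quantity: 3 million cells/mL in well | Schedule: 10 min at 25 °C | Control set: Nicardipine as high control, DMSO as low control | Reagent: JC-1 as fluorescent efflux pump substrate | Signal: Flow cytometry of retained JC-1 fluorescence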
Pf gamet viab: kills late stage P. falciparum gametocytes | P. falciparum stage V gametocytes, ATP luminescence, 24 h | inhibition, % at 10.9 µM | 0.065% of 150,000 active | AID 743093;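 active means inhibition above the mean plus 3 SD of compounds within the control limits, set per campaign, cut at about 38% in these data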;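 further: 0% = DMSO wells and 100% = medium only without gametocytes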
Cdc42 wt GTP: modulators (inhibitors or activators) of GTP binding to human Cdc42 wildtype; P60953; GST-Cdc42 beads, Bodipy-GTP binding, flow cytometry; actives lie on both sides; percent activity (GTP binding), % at 10 µM; 0.2% of 190,000 active; AID 761;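 active means percent activity GTP binding at least 20 points away from the 100% baseline, either down as inhibitor or up as activator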;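 further: median bead fluorescence of bound Bodipy-FL-GTP at 100 nM; 0% = excess unlabeled GTP control and 100% = no compound control; below 100% means less GTP binding so inhibitor and above means activator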
Rac1 wt GTP bind: modulators of human Rac1 wildtype GTP binding. GTP binding activity (% of control), % at 10 µM. 0.27% of 190,000 active. GST-Rac1 beads, fluorescent GTP binding, flow cytometry; actives lie on both sides; 0 = cold GTP competed, 100 = untreated. P63000;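 active means GTP binding activity at least 20 points away from the 100% control level, either lower or higher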
Rab2 wt GTP: changes GTP binding to wildtype dog Rab2A, up or down | GST-Rab2 wt beads, Bodipy-GTP binding, flow cytometry | AID 760 | GTP binding activity, % at 10 µM | 0.19% of 190,000 active;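 active means GTP binding activity at least 20 points away from 100%, either lowered or raised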;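 further: 0% = beads with excess unlabeled GTP and 100% = no-compound control corrected for plate trend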
Rab7 wt modul: modulators of GTP binding to dog Rab7 wildtype GTPase; AID 758; 0.055% of 190,000 active; GTP binding activity (percent of control), % at 10 µM; GST-Rab7 beads, fluorescent GTP binding, flow cytometry; actives lie on both sides; untreated = 100%, excess cold GTP = 0%;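 active means fluorescent GTP binding to Rab7 beads changed by at least 20 points from the 100% baseline, either direction, mostly lower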;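 further: median green fluorescence of bound Bodipy-FL-GTP per Rab7 bead population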
HRas wt GTP bind: changes GTP binding to wildtype human HRas. GST-Ras wt beads, Bodipy-FL-GTP binding, flow cytometry; actives lie on both sides. P01112. 0.14% of 190,000 active. GTP binding activity, % at 10 µM;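 active means GTP binding activity at least 20% away from the 100% baseline, either lowered as inhibitor or raised as activator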;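 further: 0% = unlabeled GTP competition control and 100% = no-compound control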
Avidin fluor: compound fluoresces at 488/530 nm on avidin beads. compound fluorescence 488/530 nm, flow cytometry; hits give high values. fluorescence (KMESF) at 10 µM. 0.38% of 220,000 active; in the data active means fluorescence above about 47; further: inactives centre near 10
Rac1 act GTP bind: modulators of GTP binding to human Rac1 activated mutant; P63000; GST-Rac1 activated beads, fluorescent GTP binding, flow cytometry; actives lie on both sides; 100% means binding = to untreated wells; percent activity (GTP binding), % at 10 µM; 0.11% of 190,000 active; AID 764;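 active means GTP binding at least 20 percentage points away from the 100% baseline, in either direction, so actives lie on both sides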
Active calls of the source: *. Hits appear at their usual frequency; about 1.1% have a hit in one of these screens.

For CC1=CC(C)(C)N(S(=O)(=O)c2ccc(C)cc2)c2ccc(C)cc21 the results were GSH fluor 27, ABCB1 block 0.5, ABCG2 block 16, Cdc42 wt GTP 101, Rac1 wt GTP bind 104, Rab2 wt GTP 98, Rab7 wt modul 98, HRas wt GTP bind 100, Avidin fluor 13 and Rac1 act GTP bind 100.
Cc1cc2ccccc2c(=O)n1CC(=O)NC1CCCCCC1 was read as GSH fluor 23, ABCB1 block -0.1, ABCG2 block 0, Pf gamet viab 27, Cdc42 wt GTP 107, Rac1 wt GTP bind 106, Rab2 wt GTP 100, Rab7 wt modul 99, HRas wt GTP bind 100, Avidin fluor 32 and Rac1 act GTP bind 100.
Cc1cccc(NC(=O)CSc2nnc(-c3n[nH]c4ccccc34)o2)c1 was read as GSH fluor 9, ABCB1 block 1.6, ABCG2 block 7, Pf gamet viab 8, Cdc42 wt GTP 95, Rac1 wt GTP bind 86, Rab2 wt GTP 91, Rab7 wt modul 95, HRas wt GTP bind 94, Avidin fluor 15 and Rac1 act GTP bind 93.
For Cc1ccnc(NS(=O)(=O)c2ccc(NC(=O)C3CCCNC3=O)cc2)n1 (stereo not given) the results were GSH fluor 24, ABCB1 block 0.0, ABCG2 block -1, Pf gamet viab 9, Cdc42 wt GTP 100, Rac1 wt GTP bind 99, Rab2 wt GTP 97, Rab7 wt modul 96, HRas wt GTP bind 98, Avidin fluor 12 and Rac1 act GTP bind 96.
Screening O=C(COC(=O)CNC(=O)c1ccco1)NCCN1C(=O)CSC1=O returned GSH fluor 69, ABCB1 block 1.0, ABCG2 block 2, Pf gamet viab -18, Cdc42 wt GTP 104, Rac1 wt GTP bind 101, Rab2 wt GTP 102, Rab7 wt modul 100, HRas wt GTP bind 103, Avidin fluor 5 and Rac1 act GTP bind 101.
`Cc1cc(N2CCN(C)CC2)nc2ccc(NC(=S)N3CCN(c4ccc(F)cc4)CC3)cc12` gave GSH fluor 18, ABCB1 block -0.1, ABCG2 block 5, Pf gamet viab -2, Cdc42 wt GTP 105, Rac1 wt GTP bind 101, Rab2 wt GTP 101, Rab7 wt modul 97, HRas wt GTP bind 103, Avidin fluor 9 and Rac1 act GTP bind 92.
For O=C1CC(NCC2CCCO2)C(=O)N1c1ccc(Cl)cc1 (stereo not given) the results were GSH fluor 21, ABCB1 block 0.3, ABCG2 block 1, Pf gamet viab 4, Cdc42 wt GTP 97, Rac1 wt GTP bind 96, Rab2 wt GTP 98, Rab7 wt modul 96, HRas wt GTP bind 98, Avidin fluor 9 and Rac1 act GTP bind 95.
Screening COC(=O)c1noc(-c2ccc(OC)cc2)n1 returned GSH fluor 17, ABCB1 block 1.0, ABCG2 block 6, Pf gamet viab -5, Cdc42 wt GTP 96, Rac1 wt GTP bind 96, Rab2 wt GTP 95, Rab7 wt modul 99, HRas wt GTP bind 96, Avidin fluor 17 and Rac1 act GTP bind 93.
CCN(CC(=O)NC1CCS(=O)(=O)C1)S(=O)(=O)c1cccc(C(C)=O)c1 (stereo not given) was read as GSH fluor 15, ABCB1 block 0.4, ABCG2 block -2, Pf gamet viab 8, Cdc42 wt GTP 97, Rac1 wt GTP bind 99, Rab2 wt GTP 93, Rab7 wt modul 95, HRas wt GTP bind 95, Avidin fluor 10 and Rac1 act GTP bind 99.
Screening COC(=O)c1sc2ccccc2c1NC(=O)c1cccs1 returned GSH fluor 6, ABCB1 block -0.1, ABCG2 block 0, Pf gamet viab 5, Cdc42 wt GTP 93, Rac1 wt GTP bind 95, Rab2 wt GTP 95, Rab7 wt modul 91, HRas wt GTP bind 94, Avidin fluor 4 and Rac1 act GTP bind 95.
`CC1CCN(CC(=O)n2c3c(c4ccccc42)CCCC3)CC1` gave GSH fluor 17, Cdc42 wt GTP 98, Rac1 wt GTP bind 102, Rab2 wt GTP 96, Rab7 wt modul 97, HRas wt GTP bind 98, Avidin fluor 2 and Rac1 act GTP bind 98.
For Cc1nnc(SCc2ccc([N+](=O)[O-])cc2)o1 the results were GSH fluor 15, ABCB1 block 0.8, ABCG2 block 2, Pf gamet viab -12, Cdc42 wt GTP 99, Rac1 wt GTP bind 104, Rab2 wt GTP 100, Rab7 wt modul 100, HRas wt GTP bind 100, Avidin fluor 13 and Rac1 act GTP bind 99.
Cc1nc(CS(=O)(=O)c2ccccc2)cc(Sc2ccc(Cl)cc2)n1 was read as GSH fluor 63, ABCB1 block 1.1, ABCG2 block 3, Pf gamet viab 7, Cdc42 wt GTP 100, Rac1 wt GTP bind 101, Rab2 wt GTP 100, Rab7 wt modul 100, HRas wt GTP bind 100, Avidin fluor 4 and Rac1 act GTP bind 98.
Screening C=CCn1c(/N=C/c2ccc(N(C)C)cc2)nc2ccccc21 returned GSH fluor 32, ABCB1 block 0.4, ABCG2 block 9, Cdc42 wt GTP 103, Rac1 wt GTP bind 107, Rab2 wt GTP 101, Rab7 wt modul 106, HRas wt GTP bind 104, Avidin fluor 14 and Rac1 act GTP bind 98.
For O=C(O)c1cccc(NC(=O)C2C3C=CC(C3)C2C(=O)O)c1 (stereo not given) the results were GSH fluor 35, ABCB1 block 2.0, ABCG2 block 14, Cdc42 wt GTP 98, Rac1 wt GTP bind 99, Rab2 wt GTP 93, Rab7 wt modul 94, HRas wt GTP bind 98, Avidin fluor 37 and Rac1 act GTP bind 97.
O=C(N1CCN(Cc2ccccc2)CC1)C12CC3CC(CC(C3)C1)C2 was read as GSH fluor 18, ABCB1 block 0.7, ABCG2 block 2, Cdc42 wt GTP 96, Rac1 wt GTP bind 101, Rab2 wt GTP 99, Rab7 wt modul 100, HRas wt GTP bind 97 and Rac1 act GTP bind 96.
CCCN1C(=O)SC(CC(=O)Nc2ccccc2)C1=O (stereo not given) was read as GSH fluor 38, ABCB1 block 1.3, ABCG2 block 4, Pf gamet viab 12, Cdc42 wt GTP 100, Rac1 wt GTP bind 95, Rab2 wt GTP 98, Rab7 wt modul 98, HRas wt GTP bind 99, Avidin fluor 21 and Rac1 act GTP bind 93.
For CC(=O)c1ccc(NC(=O)CSc2nnc(-c3ccco3)c(-c3ccco3)n2)cc1 the results were GSH fluor 18, ABCB1 block -0.3, ABCG2 block -1, Pf gamet viab 8, Cdc42 wt GTP 97, Rac1 wt GTP bind 91, Rab2 wt GTP 96, Rab7 wt modul 99, HRas wt GTP bind 95, Avidin fluor 11 and Rac1 act GTP bind 95.
For CC(C)(CC(=O)N1CCN(c2ccc(Cl)cc2)CC1)CC1=NS(=O)(=O)c2ccccc2N1 the results were GSH fluor 33, ABCB1 block 3.0, ABCG2 block 30, Pf gamet viab -16, Cdc42 wt GTP 105, Rac1 wt GTP bind 106, Rab2 wt GTP 101, Rab7 wt modul 102, HRas wt GTP bind 99, Avidin fluor 13 and Rac1 act GTP bind 100.
Screening Cc1c(NC(=O)C(C)OC(=O)c2ccc([N+](=O)[O-])s2)c(=O)n(-c2ccccc2)n1C (stereo not given) returned GSH fluor 12, ABCB1 block 0.2, ABCG2 block 0, Pf gamet viab -3, Cdc42 wt GTP 93, Rac1 wt GTP bind 92, Rab2 wt GTP 96, Rab7 wt modul 100, HRas wt GTP bind 94, Avidin fluor 18 and Rac1 act GTP bind 94.

Reprinted at random: 2 compounds from above
Screening C=CCn1c(/N=C/c2ccc(N(C)C)cc2)nc2ccccc21 returned GSH fluor 32, ABCB1 block 0.4, ABCG2 block 9, Cdc42 wt GTP 103, Rac1 wt GTP bind 107, Rab2 wt GTP 101, Rab7 wt modul 106, HRas wt GTP bind 104, Avidin fluor 14 and Rac1 act GTP bind 98.
CCCN1C(=O)SC(CC(=O)Nc2ccccc2)C1=O (stereo not given) was read as GSH fluor 38, ABCB1 block 1.3, ABCG2 block 4, Pf gamet viab 12, Cdc42 wt GTP 100, Rac1 wt GTP bind 95, Rab2 wt GTP 98, Rab7 wt modul 98, HRas wt GTP bind 99, Avidin fluor 21 and Rac1 act GTP bind 93.

Other results:
Screening CCOC(=O)COc1cnc2ccccc2n1 returned GSH fluor 15, ABCB1 block -0.2, ABCG2 block 0, Pf gamet viab -39, Cdc42 wt GTP 90, Rac1 wt GTP bind 90, Rab2 wt GTP 95, Rab7 wt modul 96, HRas wt GTP bind 94, Avidin fluor 9 and Rac1 act GTP bind 94.
Screening CCOC(=O)COc1ccc(/C=C/[N+](=O)[O-])c(OCC(=O)OCC)c1 returned GSH fluor 35, ABCB1 block -0.5, ABCG2 block 12, Cdc42 wt GTP 96, Rac1 wt GTP bind 101, Rab2 wt GTP 100, Rab7 wt modul 101, HRas wt GTP bind 101, Avidin fluor 10 and Rac1 act GTP bind 95.
For O=C(NCc1ccccn1)C1C2C=CC(C2)C1C(=O)Nc1ccc(F)cc1 (stereo not given) the results were GSH fluor 15, ABCB1 block 0.8, ABCG2 block 2, Pf gamet viab -9, Cdc42 wt GTP 104, Rac1 wt GTP bind 106, Rab2 wt GTP 104, Rab7 wt modul 101, HRas wt GTP bind 104, Avidin fluor 19 and Rac1 act GTP bind 100.
Screening Cc1ccccc1OCC(O)CN(Cc1ccccc1O)C1CCCCC1 (stereo not given) returned GSH fluor 15, ABCB1 block 1.6, ABCG2 block 4, Pf gamet viab -4, Cdc42 wt GTP 94, Rac1 wt GTP bind 98, Rab2 wt GTP 94, Rab7 wt modul 94, HRas wt GTP bind 95, Avidin fluor 11 and Rac1 act GTP bind 96.
Screening Cc1ccccc1OCc1nc2ccccc2[nH]1 returned GSH fluor 15, ABCB1 block -0.5, ABCG2 block 0, Pf gamet viab -4, Cdc42 wt GTP 98, Rac1 wt GTP bind 100, Rab2 wt GTP 100, Rab7 wt modul 98, HRas wt GTP bind 100, Avidin fluor 10 and Rac1 act GTP bind 97.
For CC1(C)CC(C(CC(=O)Nc2nccs2)c2ccccc2)CCO1 (stereo not given) the results were GSH fluor 9, ABCB1 block 0.4, ABCG2 block 3, Pf gamet viab 5, Cdc42 wt GTP 102, Rac1 wt GTP bind 104, Rab2 wt GTP 103, Rab7 wt modul 101, HRas wt GTP bind 104, Avidin fluor 6 and Rac1 act GTP bind 100.
O=C(CCCc1ccccc1)NCc1ccccc1 was read as GSH fluor 26, ABCB1 block 0.3, ABCG2 block 0, Pf gamet viab 8, Cdc42 wt GTP 94, Rac1 wt GTP bind 90, Rab2 wt GTP 96, Rab7 wt modul 99, HRas wt GTP bind 94, Avidin fluor 5 and Rac1 act GTP bind 91.
CCOC(=O)c1c(NC(=O)/C=C/c2ccc(C)o2)sc(C)c1C was read as GSH fluor 26, ABCB1 block 5.8, ABCG2 block 42, Pf gamet viab -9, Cdc42 wt GTP 96, Rac1 wt GTP bind 101, Rab2 wt GTP 98, Rab7 wt modul 100, HRas wt GTP bind 97, Avidin fluor 11 and Rac1 act GTP bind 95.
Screening CC(C)=CCOc1ccc2ccc(=O)oc2c1 returned GSH fluor 20, ABCB1 block 1.3, ABCG2 block 5, Cdc42 wt GTP 93, Rac1 wt GTP bind 98, Rab2 wt GTP 99, Rab7 wt modul 102, HRas wt GTP bind 98, Avidin fluor 7 and Rac1 act GTP bind 97.
